Compound activity from PubChem.
Hep lipid drop: modulators of hepatic lipid droplet formation; AML12 mouse hepatocytes, oleate lipid droplets, BODIPY imaging; 240,000 compounds, 0.4% hits; inhibition, % at 6.5 µM; AID 1656;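 active = lipid droplet intensity inhibited by at least 50%, with more than 500 cells counted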
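Material – mouse AML12 hepatocyte cell line, fixed after treatment · Compound dosing – one dose, 6.5 µM compound · Times – compound with oleate, overnight · Measured by – Image-based BODIPY and DAPI two-channel analysis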
Ins promoter up: MIN6 insulin promoter up-regulation; MIN6 insulin promoter-GFP reporter, high-content imaging; hits give high values; z-score at 5 µM; 190,000 compounds, 0.3% hits;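 active = z-score above 3 at 5 µM with at least 500 cells counted in the well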
Dynein transport: dynein cargo transport inhibition. 3617.4 mouse cells, GR-EGFP nuclear translocation imaging; test concentration mostly 20 µM; stimulated with dexamethasone, 1 µM; hits give low values. z-score, hits read low. 220,000 compounds, 0.47% hits. AID 1381;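 active = plate z-score of nuclear minus cytoplasmic receptor signal below a set negative limit, without overly bright fluorescence or cell loss, cut at about -3.5 in these data, passing the limit was not always enough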;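 note: z-score of nuclear minus cytoplasmic ring GR-EGFP intensity difference per well; some compounds called inactive have numbers as strong as hits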
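Also added – dexamethasone, 1.0 µM final · Buffer or medium – tet-free, stripped-serum medium · Schedule – induction 48 h, compound 1 h, agonist 30 min · Detection – formaldehyde fixation, Hoechst nuclear stain, 10x automated fluorescence imaging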
CSM14.1 death rescue: protection against thapsigargin-triggered cell killing – 384-well, CSM14.1, ATP luminescence, primary screen (AID 1222); CSM14.1 thapsigargin-induced death rescue, ATP luminescence; higher % means a stronger effect; cellular ATP content (survival), % at 20 µM, or EC50 in µM where a hit was titrated; 190,000 tested, under 10 active;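 active = EC50 below 50 µM in the dose-response confirmation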;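 note: death triggered by thapsigargin at about 15 µM added after 2 h compound pretreatment; cell ATP read after overnight thapsigargin exposure of roughly 18 to 22 hours; normalized against plate controls of thapsigargin alone and 5% DMSO vehicle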
XIAP antagonists: small molecules displacing peptide from XIAP – biochemical, IAP family, fluorescence polarization (AID 1018); XIAP BIR domain, fluorescence polarization peptide displacement; higher % means a stronger effect; one-dose displacement, % at 20 µM; IC50 in µM for titrated hits; 200,000 compounds, 0.007% hits; in the data active = displacement above about 50%; note: a part of the inactive calls stands beside numbers as strong as those of hits
MT stabilize HCS: microtubule stabilizers in HeLa cells; 200,000 compounds, 0.83% hits; HeLa tubulin immunostaining HCS, 24 h; share of cells brighter than vehicle mean+2SD; % tubulin-high responders, % at 10 µM;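 active = plate Z-score above 3 for both tubulin-high and condensed-nucleus cell shares, with cell loss under 80%, at 10 µM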;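 note: anti alpha tubulin signal scored within the nucleus-defined area of each cell; some results filed as inactive read as strong as hits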
Autophagy mod: modulators of autophagy; MEF GFP-LC3 puncta imaging; test concentration mostly 10 µM; calls only at 10 µM (by protocol); 190,000 compounds, 0.98% hits;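 active = percentage of spot-positive cells more than 3 SD above its plate mean, without a fluorescence outlier flag or 80% toxicity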;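 note: spot-positive cell cutoff set from DMSO-treated cells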
WT yeast gro inh: growth inhibition of WT yeast, mitochondrial fusion screen | inhibition, % at 10 µM | mitochondrial fusion phenotypic screen, WT strain | 190,000 compounds, 2.1% hits; in the data active = inhibition above about 58%; tested in S. cerevisiae
b-catenin transl: beta-catenin nuclear translocation modulation | HeLa beta-catenin nuclear translocation, immunofluorescence imaging | 190,000 compounds, 0.3% hits | nuclear translocation activity, % at 5 µM;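 active = nuclear translocation activity above 50% at 5 µM, with a well cell count of 50 or more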;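 note: per-cell ratio of nuclear to cytoplasmic median beta-catenin stain intensity; plate controls were DMSO negative control for no effect and GSK-3 inhibitor IX positive control for full effect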
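System: Human HeLa cells, endogenous beta-catenin | Compound dosing: 5 µM primary, 0.02–20 µM confirmation | Timing: 24 h compound exposure at 37°C, 5% CO2 | Measured by: Fluorescence imaging of beta-catenin antibody stain plus DAPI | Read-out basis: % activation of per-cell nuclear versus cytoplasmic median beta-catenin signal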
WT yeast gro inh mutant strain: recorded beside WT yeast gro inh, whose call it bears; inhibition, %; mitochondrial fusion phenotypic screen, mutant strain inhibition
Dynein transport cytoplasmic EGFP: further read-out of Dynein transport, marked with its call; z-score; measured here: cytoplasmic GR-EGFP intensity; hits give high values
Dynein transport nuclear GR-EGFP: further read-out of Dynein transport, marked with its call; z-score; measured here: nuclear GR-EGFP intensity;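 lower value marks the stronger effect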
Dynein transport cell count: second read-out of Dynein transport, no call of its own (marks repeat the call); z-score; measured here: cell count per field
Ins promoter up cell count: also measured in Ins promoter up; calls as there; cell count; measured here: cytotoxicity, nuclei count;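 total cells summed across four imaged fields per well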
Hep lipid drop cells 6.5 µM: also measured in Hep lipid drop; calls as there; cell count; measured here: cell count, cytotoxicity flag;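 cells counted across two imaged fields per well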
b-catenin transl cell count 5 µM: recorded beside b-catenin transl, whose call it bears; cell count; measured here: cell count, cytotoxicity flag
MT stabilize HCS Hoechst-high %: further read-out of MT stabilize HCS, marked with its call; % Hoechst-high responders; measured here: nuclear condensation Hoechst responders;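 share of cells brighter than vehicle mean plus two SD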
MT stabilize HCS cytotoxicity %: further read-out of MT stabilize HCS, marked with its call; toxicity, %; measured here: cytotoxicity by cell density;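 0% = mean cell density of plate MIN control wells and 100% = no cells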
Autophagy mod cell loss 18 h: also measured in Autophagy mod; calls as there; toxicity, %; measured here: cell loss, nuclei count;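 cell loss after 18 h compound exposure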
* marks the source's active call; other numbers are inactive results; i = inactive; . = not tested or not shown.

Second line of a record: XIAP antagonists	Autophagy mod cell loss 18 h	Ins promoter up cell count	Autophagy mod	b-catenin transl	Dynein transport cell count	b-catenin transl cell count 5 µM	WT yeast gro inh	Hep lipid drop	MT stabilize HCS Hoechst-high %	CSM14.1 death rescue	Hep lipid drop cells 6.5 µM	MT stabilize HCS cytotoxicity %	Dynein transport	Dynein transport nuclear GR-EGFP	Ins promoter up	MT stabilize HCS	WT yeast gro inh mutant strain	Dynein transport cytoplasmic EGFP
COc1ccc(CCNC(=O)c2cc(-c3ccccn3)nc3c(Cl)cccc23)cc1OC
→ -1.1%	-31	1510	i	-3.4	-0.68	1182	9	33	1.3	1.5%	634	7.2	2.1	1.3	-0.15	1.4	10	-0.3
Cc1cc(C)nc(Sc2ncnc3sc4c(c23)CCC4)n1
→ -8.8%	-10	.	i	8.8	1.1	406	8	-6	1.6	-3.1%	688	3.5	-0.62	-0.36	.	4.6	-6	-0.22
Cc1nn(CC(=O)N2CCCc3ccccc32)c(C)c1[N+](=O)[O-]
→ -3.3%	21	1502	i	-0.7	-0.28	985	-2	-9	2.5	2.2%	762	3.0	-0.29	-0.18	0.11	2.7	-8	-0.19
CC(C)(C)NC(=O)NC(=O)COC(=O)c1ccc(OC(F)F)cc1
→ -21%	10	1352	i	-6.3	0.31	564	-3	4	1.8	0.5%	754	1.6	0.2	0.22	0.09	1.8	1	-0.25
O=C(NO)c1ccc(OC(F)F)cc1
→ 0.8%	-1	1578	i	-1.2	-0.18	1347	14	.	7.3	-1.1%	.	2.3	0.03	0.097	-0.36	7.7	6	-0.29
COc1ccc(C(=O)CSc2nnc3n2CCCN3C(=O)Nc2ccccc2)cc1
→ .	.	1122	.	-0.2	-0.28	1255	.	-24	.	.	522	.	0.11	-0.00043	-0.52	.	.	-0.25
CCN(CC)C(=O)Cc1cc(C(=O)O)c2ccccc2n1
→ -4.7%	-5	1219	i	0.4	0.74	1164	10	1	1.8	-1.2%	802	4.3	-0.14	-0.09	0.63	3.2	-2	-0.26
CCOc1cc(NC(=S)NCCc2ccccc2)c(OCC)cc1NC(C)=O
→ -2.7%	-12	.	i	0.4	1	1501	-16	2	1.2	-0.9%	656	4.9	-0.83	-0.53	.	1.8	1	-0.23
COC(=O)c1cc2c(ccn2-c2ccc(F)cc2)n1Cc1ccc(OC)cc1
→ -5.6%	-9	1162	i	1.6	-0.46	912	-21	-27	1.8	-2.6%	500	8.4	0.48	0.59	0.14	2.3	1	-0.19
COc1ccccc1CC(=O)NNS(=O)(=O)c1ccc([N+](=O)[O-])cc1
→ -6.2%	-6	1447	i	-0.3	0.97	989	-14	10	1.3	1.7%	721	8.9	-0.31	0.3	-0.12	3.1	-4	-0.27
C/C(Cn1cnc([N+](=O)[O-])n1)=N\NC(=O)c1cccnc1
→ -4.2%	-10	1332	i	-3.6	0.22	545	10	3	2.0	-1.1%	646	1.5	-0.55	-0.18	0.68	2.0	11	-0.1
C=CCNCCCCOc1cccc(Br)c1
→ -3.6%	4	.	i	-4.5	0.92	1008	-16	7	2.6	-1.1%	717	9.2	0.51	0.099	.	1.7	7	-0.35
COc1ccc(/C(O)=C2/C(=O)C(=O)N(CCN(C)C)C2c2ccc(OC)c(OC)c2)c(C)c1 (stereo not drawn)
→ .	-17	.	i	.	0.4	.	-8	.	1.6	.	.	3.1	-0.15	0.015	.	2.2	-10	-0.22
CCC[C@@H]1C[C@@H](C(=O)N[C@@H](C2O[C@H](SC)[C@H](O)[C@@H](O)[C@H]2O)[C@H](C)Cl)N(C)C1 (stereo partly drawn)
→ -3.3%	1	1122	i	-1.0	-2.3	1091	53	2	1.7	-1.1%	684	7.0	1.2	1.2	0.68	2.2	20	0.078
Cc1cc(C)c2c(c1)-c1c(ssc1=S)C(C)(C)N2C(=O)CN1C(=O)c2ccccc2C1=O
→ -13%	14	1215	i	-0.5	-1	911	18	44	1.4	-0.5%	663	1.1	0.39	0.64	-0.28	2.1	-6	-0.2
Brc1ccc(-n2cc(-c3ccccc3)c3c(NN4CCOCC4)ncnc32)cc1
→ -6.3%	6	1514	i	-0.4	0.63	1066	38	-8	1.9	2.1%	715	7.1	-0.98	-0.48	-0.87	2.5	23	-0.21
C=CCNCCOCCSc1ccc(Cl)cc1
→ -1.2%	18	1364	i	-2.1	-0.92	1026	13	-28	1.8	-1.7%	596	4.3	1.8	0.36	-0.27	1.4	29	-0.22
Cn1nnnc1SCc1ccc(C(=O)Nc2ccc(Br)cc2)cc1
→ 1.2%	6	.	i	.	-0.66	.	26	.	1.9	2.8%	.	3.2	0.91	-0.15	.	1.8	12	-0.23
Cn1c(=O)[nH]c(=O)c2c1nc(Br)n2CC(O)c1ccccc1 (stereo not drawn)
→ -5.5%	5	1190	i	1.3	0.71	738	0	.	1.7	-0.9%	.	11	-0.92	-0.24	-0.18	0.9	2	0.28
O=C(O)CCCCCCCCCC[n+]1ccccc1
→ .	.	1046	.	2.2	0.03	1191	.	5	.	.	696	.	0.93	0.33	-0.02	.	.	-0.24
N=C1C(c2ccccc2)=C(O)CN1NC(=O)c1ccccc1
→ -3.2%	-6	1104	i	-1.0	1.1	1108	0	-18	1.5	0.5%	717	7.6	-0.25	-0.37	0.03	0.9	13	-0.25
CC1(C(=O)O)COC(c2ccc(Cl)cc2)OC1 (stereo not drawn)
→ .	.	1033	.	0.2	-1.4	1380	.	16	.	.	685	.	1.7	1.7	0.78	.	.	-0.19
O=C(COC(=O)/C=C/c1cccs1)Nc1cccc(S(=O)(=O)N2CCOCC2)c1
→ -5.2%	6	1146	i	0.8	-1.2	1007	-11	4	2.9	-0.6%	659	11	1.7	1.3	0.28	4.1	0	0.07
O=S(=O)(Nc1ccc(N2CCOCC2)cc1)c1ccc(F)cc1
→ -9.8%	-4	1435	i	-1.0	0.67	1009	-11	0	2.1	-0.9%	749	7.1	0.06	0.35	0.04	2.6	-22	-0.34
CCOC(=O)CNC(=S)N(Cc1ccc(C)cc1)Cc1ccc(C)o1
→ -9.5%	-4	1373	i	-1.2	1.8	543	-3	21	2.8	-1.0%	644	4.2	-0.89	-0.65	0.06	3.4	-12	0.076
COc1cccc(-c2nnc(SCC(=O)Nc3ccc4c(c3)OCCO4)n2Cc2ccco2)c1
→ -2.3%	19	1881	i	-2.4	-3.9	1104	-3	-4	2.5	-2.4%	681	6.4	-0.24	-0.7	0.62	5.2	-7	0.028
Cc1cc2c3ccccc3ncn2n1
→ .	.	1120	.	0.9	-0.068	1163	.	4	.	.	801	.	-0.68	-0.39	2	.	.	-0.24
NS(=O)(=O)c1cc(C(=O)OCC(=O)Nc2ccc(N3CCCCC3)cc2)ccc1Cl
→ .	.	1423	.	5.0	-1.4	957	.	-2	.	.	729	.	3.7	1.7	-0.63	.	.	0.029
CN(C(=O)Nc1ccc(S(=O)(=O)N(C)C)cc1)C1CCCCC1
→ -4.7%	3	1784	i	-2.5	-0.33	1211	-6	8	1.4	0.8%	686	3.7	0.81	-0.19	-0.09	1.6	-4	-0.21
Cc1nn(CC(=O)OCC(=O)NC(C)c2ccccc2)c(C)c1[N+](=O)[O-] (stereo not drawn)
→ -13%	-13	.	i	1.1	1.3	1496	-4	10	1.6	-2.3%	516	5.7	-1.1	-0.63	.	3.0	-7	-0.35
CCOCCCNCc1ccc(Cl)cc1
→ -5.3%	13	1568	i	-2.5	-0.87	1072	1	-9	2.1	-2.1%	661	1.5	-0.37	0.19	0.98	5.0	8	-0.22
O=C(Nc1ccccc1C(=O)O)/C(=C/c1ccc([N+](=O)[O-])cc1)NC(=O)c1ccc(Br)o1
→ -11%	3	1180	i	-1.6	0.41	1120	1	-8	1.9	-2.4%	684	6.4	0.2	-0.039	0.5	3.0	-1	-0.12
CC1OC(Oc2ccc3ccc(=O)oc3c2-c2c(O)ccc3cc(Oc4ccc5ccc(=O)oc5c4)c(=O)oc23)C(O)C(O)C1O (stereo not drawn)
→ -2.9%	4	1218	i	.	0.35	.	-9	-3	3.5	-4.4%	731	0.6	0.1	0.38	-0.1	3.8	-7	-0.28
Cc1ccc(CS(=O)(=O)Cc2ccc(C(=O)NCc3cccs3)o2)cc1
→ -2.6%	14	1293	i	-0.6	-1.3	1076	-1	-3	1.4	-0.7%	719	2.5	1.8	1	0.4	2.7	-4	-0.011
CCCSc1nc(C)c2cc(C)cc(C)c2n1
→ -6.8%	-9	732	i	-2.4	-0.85	1128	54	-9	1.4	-2.9%	656	7.3	1.8	1	0.32	1.9	35	-0.21
OCC#CCSc1nnc(-c2ccc(Br)cc2)o1
→ 1.3%	4	1820	i	-0.4	1.1	1043	-7	0	1.8	-2.8%	685	9.3	-1.8	-0.54	-0.33	5.0	-38	-0.24
C=CCn1c(=O)c(C(=O)Nc2cccnc2)c(O)c2ccccc21
→ -3.9%	-3	.	i	-5.0	0.96	531	2	9	2.2	-2.9%	770	3.4	0.045	0.11	.	2.9	4	-0.27
